From PubChem
CFTR F508del cor: correctors of CFTR F508del function in bronchial epithelial cells. CFBE cells, YFP halide quenching; stimulated with forskolin plus potentiator P3; % fluorescence drop versus neutral controls. activity (quench increase), % at 7.58 µM. 350,000 compounds, 0.36% hits. AID 720511;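 active means mean added fluorescence quench of at least 8% versus neutral control, with both replicates also reaching 8%; inconclusive means only one of the mean or replicate conditions met; inactive means mean below 8% and not both replicates reaching 8%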;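 further: cells transiently co-express mutant CFTR-F508del with the halide-sensitive YFP; corrector assay measuring rescue of mutant channel to the surface after 24 h compound exposure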
ERp5 inh: ERp5 (human) disulfide isomerase inhibition. Q15084. ERp5 insulin aggregation, absorbance 650 nm, 90 min. inhibition, % at 9.99 µM. 350,000 compounds, 0.05% hits. AID 651711;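 active means mean replicate inhibition above about 25%, with every replicate also reaching it, limit read from the data, passing the limit was not always enough; inconclusive means only one of those two criteria met; inactive means neither criterion met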
Target sequence (Q15084 whole entry, looked up): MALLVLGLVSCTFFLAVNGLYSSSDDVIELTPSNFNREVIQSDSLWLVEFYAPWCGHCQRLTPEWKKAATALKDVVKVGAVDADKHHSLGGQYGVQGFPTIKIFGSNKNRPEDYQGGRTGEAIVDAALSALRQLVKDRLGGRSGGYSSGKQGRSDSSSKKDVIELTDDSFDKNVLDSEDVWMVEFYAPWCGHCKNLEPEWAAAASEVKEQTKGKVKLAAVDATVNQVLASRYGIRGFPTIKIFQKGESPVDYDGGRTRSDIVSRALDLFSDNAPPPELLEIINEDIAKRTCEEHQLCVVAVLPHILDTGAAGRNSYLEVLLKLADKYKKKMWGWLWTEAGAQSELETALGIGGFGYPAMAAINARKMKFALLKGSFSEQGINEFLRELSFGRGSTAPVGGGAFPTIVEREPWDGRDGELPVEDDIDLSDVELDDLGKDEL
PAX8 inh HTS: PAX8 transcriptional activity inhibition | 360,000 compounds, 1.2% hits | inhibition, % at 12.6 µM | AID 652154 | RMG-I TPO-luciferase reporter, SteadyGlo, 24 h;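 active means mean replicate inhibition at least 60% with every replicate also reaching 60%; inconclusive means only one of the two criteria is met; inactive means mean below 60% and not all replicates reaching 60%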;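 further: luciferase light reporting Pax8 driven TPO promoter activity; plate controls were median of neutral control wells for no effect and mitoxantrone controls for full effect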
DENV2 CPE: DENV2-induced cell death inhibition; DENV2-infected cells, cytopathic effect rescue, plate reader; CPE inhibition, % at 9.99 µM; 350,000 compounds, 1.7% hits; in the data active means CPE inhibition above about 20%, passing the limit was not always enough; inconclusive means no clear call, values can overlap the other calls; tested in BHK-21 cells;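 further: 0% = median of neutral control wells and 100% = median of positive control wells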
INS-1E GSIS act: GLuc luminescence reporter in INS-1E cells, primary screen for activators of glucose-dependent secretion of insulin. 370,000 compounds, 0.61% hits. INS-1E GLuc reporter insulin secretion, 2-3 h. activation, % at 16.6 µM. AID 743287;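 active means lowest replicate activation of at least 40%, so every replicate reaches that level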;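 further: 0% = median of neutral control wells and 100% = median of IBMX positive control wells; some compounds called inactive have numbers as strong as hits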
ARNT-TACC3 inh: ARNT/TACC3 interaction disruption; AlphaScreen His-ARNT PAS-B/GST-TACC3 binding, luminescence; TACC3 fragment carries E629A point mutation; inhibition, % at 9.99 µM; 390,000 compounds, 0.66% hits; AID 623870;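 active means mean inhibition of replicates at least 50% and at least half of replicates each reaching 50%; inconclusive means half or more replicates reach 50% but mean below 50%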;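 further: 0% = complete ARNT plus TACC3 wells and 100% = ARNT alone without TACC3; many hits fall short of the cut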
EWS-Fli inh: EWS/Fli transcriptional activity inhibition | A673 NR0B1-luciferase reporter, viability-normalised | inhibition, % at 12.6 µM | 350,000 compounds, 0.67% hits | AID 651661;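 active means mean inhibition of at least 50% after viability correction, with every replicate also passing that limit; inconclusive means mean reaches 50% but only one of two replicates passes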;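 further: firefly luciferase signal divided by Alamar Blue viability fluorescence both relative to DMSO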
XiGFP reactiv: X-chromosome reactivation activator | XiGFP mouse fibroblasts, % GFP-positive cells imaging, 3 d; cells co-treated with 5-aza-dC sensitizer; scaled so ellipticine positive control = 100% | activation, % at 7.58 µM | 360,000 compounds, 0.055% hits;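 active means mean normalized replicate activation at least 10% and every replicate at or above 10%; inconclusive means only one of the two criteria met; inactive means mean below 10% and not all replicates reach 10%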;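 further: 0% = median of on-plate neutral control wells and 100% = ellipticine 6 µM median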
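assay system = SV40-immortalized XiGFP fibroblast cells, line 68-5-11 | buffer or medium = DMEM plus 5-aza-dC sensitizer | doses = single-point pinned compound dosing | times = 3-day compound exposure, then 15 min fixation at room temperature | benchmarks = positive control ellipticine, 6 µM final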
Active calls of the source: *; ? = inconclusive; · = no result given; & = joins results of further samples.

SMILES	CFTR F508del cor	ERp5 inh	PAX8 inh HTS	DENV2 CPE	INS-1E GSIS act	ARNT-TACC3 inh	EWS-Fli inh	XiGFP reactiv
CC(=O)Nc1ccc(NC(=O)C(C)OC(=O)CNC(=O)c2ccc(-c3ccccc3)cc2)cc1 (stereo not drawn)	1.0	4	-25	-6	21	-3	-10	0.0
CC(C)NC(=O)C1(C)CN(S(C)(=O)=O)CC(=O)N1CCCn1ccnc1 (stereo not drawn)	0.2	2	2	-11	23	·	1	0.6
CCCCn1c(N)c(N(CCOC)C(=O)C2CCN(S(=O)(=O)c3ccc(C)cc3)CC2)c(=O)[nH]c1=O	-0.9	-2	2	-2	3	-3	3	-0.2
O=C(c1ccc2nccnc2c1)N1CCN(c2cccc(C(F)(F)F)c2)CC1	0.1	5	16	-1	-20	·	5	-0.1
Cc1ccc(CNS(=O)(=O)c2ccccc2[N+](=O)[O-])cc1	-3.9	4	-17	19	-1	3	-10	0.1
CC(OC(=O)C1CSC2(c3ccc(F)cc3)CCC(=O)N12)C(=O)NC(N)=O (stereo not drawn)	-1.1	2	5	14	6	-1	5	0.0
Cc1ccc(C(=O)NCCNC(=O)c2ccccc2)cc1	1.1	1	-20	-2	-1	-8	7	-0.1
c1ccc(Cn2nnc3cnccc32)cc1	1.5	0	·	4	-2	0	-16	·
C[C@@H]1CN([C@@H](C)CO)S(=O)(=O)c2ccc(Br)cc2O[C@@H]1CN(C)C(=O)C1CCC1	-0.4	·	·	·	3	·	-7	-0.9
COc1ccc(CN(C)C[C@@H]2Oc3ccc(NS(=O)(=O)c4cn(C)cn4)cc3CC(=O)N([C@H](C)CO)C[C@@H]2C)cc1	-0.9	1	12	-4	20	-1	-6	0.0
O=C(c1ccc(Br)o1)N1CCN(C23CC4CC(CC(C4)C2)C3)CC1	-1.9	-8	5	5	4	1	5	0.0
Cc1c(Cl)cccc1NCC(=O)NN=C1CCCC1	-4.7	-10	6	5	-29	-5	-1	0.1
C=C(C)c1cccc(C(C)(C)NC(=O)Nn2cnnc2)c1	-1.1	-2	·	-2	-2	-4	2	·
Cc1ccccc1C(=O)Nc1ccnn1C1CCN(Cc2cccnc2)CC1	-1.7	-1	-21	8	9	·	·	0.1
CC(C)c1nc(SCC(=O)N2CCCCC2)c2c(=O)n(C)c(=O)n(C)c2n1	5.5	-4	10	1	-25	·	-6	-0.1
CC(C)(C)OC(=O)C[C@H]1C/C=C\C[C@@H](CC(=O)N(CCO)Cc2ccccc2)C(=O)N[C@@H](Cc2ccccc2)COC1=O	-3.5	-3	9	-7	-15	-10	-1	-0.1
C[C@H](CO)N1C[C@H](C)[C@H](CN(C)C(=O)Nc2ccc(F)cc2)Oc2ccc(NC(=O)NC3CCCCC3)cc2C1=O	3.9	-3	4	-6	-14	-6	2	-0.1
O=S(=O)(c1ccccc1F)N1[C@@H]2CNC[C@H]1C2c1ccc(-c2cccnc2)cc1 (stereo partly drawn)	1.3&-2.7	0&7	1	7&-3	-13&-2	·	13	0.0&0.0
COc1ccc(-c2nn(-c3ccccc3)cc2C(=O)NCCCn2ccnc2)cc1	·	2	·	-6	7	3	·	·
CCCNC(=O)N[C@H]1CC[C@H](CCn2cc(C3CCCC3)nn2)O[C@H]1CO	-2.4	23	-2	6	18	-329	2	0.0
COc1ccccc1-c1ccc2c(c1)O[C@H](CN(C)CC1CCOCC1)[C@H](C)CN([C@@H](C)CO)S2(=O)=O	1.2	2	-3	2	-2	0	-1	0.2
CCCCOCC1CN(CCCC)S(=O)(=O)c2c(Oc3ccc(SC)c(C)c3)cccc2O1 (stereo not drawn)	0.0	-2	2	2	6	·	12	0.0
C[C@@H]1CCCCO[C@H](CN(C)Cc2ccc(C(F)(F)F)cc2)[C@@H](C)CN([C@H](C)CO)C(=O)c2cc(NC(=O)Nc3ccccc3)ccc2O1	4.1	·	20	-10	4	-10	8	0.3
CC(=O)Nc1ccc(NC(=O)C(OC(=O)c2ccccc2)C(OC(=O)c2ccccc2)C(=O)O)cc1 (stereo not drawn)	1.8	6	-18	·	-28	7	-13	0.1
Cc1nnc(SCC(=O)NC(=O)Nc2ccc3c(c2)OCCO3)s1	0.4	0	8	7	-11	·	10	0.4
CN[C@@H](C)C(=O)NC[C@H]1O[C@@H](n2cnc3c(=O)[nH]c(N)nc32)[C@H](O)[C@@H]1O	2.0	-9	-18	2	·	·	2	0.1
C=CCSc1nc2ccsc2c(=O)n1-c1ccccc1	-2.0	5	-7	5	1	25	11	0.2
CS(=O)(=O)N1CC2(C1)[C@@H](c1ccccc1)[C@@H](CO)N2CC1CC1	-1.0	-4	-9	2	4	·	-1	-0.1
CN1C(=O)c2cc(NC(=O)c3cc(F)cc(F)c3)ccc2OC[C@H]2O[C@H](CC(=O)O)CC[C@H]21	-2.4	-5	-3	6	3	-5	3	0.2
COc1ccc(S(=O)(=O)N(C)C[C@H]2Oc3ccc(NC(=O)Nc4ccccc4)cc3CC(=O)N([C@@H](C)CO)C[C@@H]2C)cc1	-1.1	0	-27	-5	17	5	-7	-0.1
Cc1ccc(C(=O)CSc2nc3ccc(C(=O)NCCN4CCCCC4)cc3c(=O)[nH]2)cc1	1.5	5	14	16	24	-3	7	0.1
COc1ccc(NC(=O)CN2C(=O)NC3(CCCC3)C2=O)cc1OC	0.4	2	-8	-3	5	4	-3	0.4
CC(=O)N1CCN(c2ccccc2NC(=O)c2ccc(-c3cccc([N+](=O)[O-])c3)o2)CC1	-0.9	3	1	8	16	0	-2	0.3
Cc1noc(C)c1NC(=O)Nc1cccc2c1O[C@@H](CN(C)Cc1ccc3c(c1)OCO3)[C@@H](C)CN([C@@H](C)CO)C2=O	-1.7	2	-6	-2	21	-14	3	0.4
O=C(COc1ccc2c3c(c(=O)oc2c1)CCC3)NCc1ccccn1	-1.6	-13	-30	-5	11	4	-13	0.1
CCCC#Cc1ccc([C@H]2[C@H]3CN(S(=O)(=O)CC)CCCCN3[C@H]2CO)cc1	0.0	-3	-20	-6	0	11	·	0.2
O=C(Nc1ccc(Cl)cc1)C1(S(=O)(=O)c2ccccc2)CC1	-1.9	6	2	1	-17	17	0	0.0
COc1cc(N)c(Cl)cc1C(=O)OCC(=O)Nc1ccc(N2CCOCC2)cc1	-1.0	2	-3	-2	-5	-20	-1	0.0
Cc1cccc(NC(=S)Nc2cccc(C(F)(F)F)c2)n1	·	·	-1	·	-11	-7	·	-0.1
O=C(c1cnccn1)N1CC(=O)N2[C@H](CO)[C@@H](c3ccc(C#CCc4ccccc4)cc3)[C@H]2C1	0.3	-2	9	-5	4	·	-10	0.1
Cc1nc(-c2ccccc2)sc1C1(C)CC(c2c(Cl)cccc2Cl)=NO1 (stereo not drawn)	-4.5	0	-23	7	-1	0	-36	0.0
CCC(=O)N1CCc2cc(S(=O)(=O)CCC(=O)N3CCN(c4ccccc4)CC3)ccc21	-1.3	0	10	4	-7	-2	·	0.0
O=C(Nc1ccc(Cl)cc1)C1C2C=CC3(O2)C1C(=O)N(CCCN1CCCCC1)C3C(=O)NC1CCCCC1 (stereo not drawn)	0.2	-3	-15	-4	-4	-1	5	0.0
C[C@H](CO)N1C[C@H](C)[C@@H](CN(C)S(=O)(=O)c2cccs2)Oc2ccc(NS(=O)(=O)c3ccccc3)cc2CC1=O	2.6	5	-2	-11	-1&-12	1	0	-0.5&-0.1
Cc1ccc(S(=O)(=O)NCC(c2cccnc2)N2CCOCC2)cc1 (stereo not drawn)	0.8	1	2	-1	19	3	2	0.2
CN1CCc2c(C#N)c(N3CCOCC3)nc(NCC3CCCO3)c2C1 (stereo not drawn)	0.7	3	-5	-3	2	·	-8	3.0
[O-][n+]1ccc(OCc2ccccc2)cc1	-2.7	3	8	9	·	-9	16	0.0
CCc1cccc(NC(=O)CCCN2C(=O)NC(C)(C)C2=O)c1	-0.6	-8	-3	-1	-9	·	-3	-0.5
NC(=O)CSc1nnc(NC(=O)c2ccc3ccccc3c2)s1	-1.2	7	·	-9	19	0	-80	0.3
Cc1noc(C)c1S(=O)(=O)Nc1ccc2c(c1)C(=O)N([C@@H](C)CO)C[C@@H](C)[C@H](CN(C)Cc1ccncc1)OCCCC[C@@H](C)O2	-0.2	2	-3	8	1	-5	-3	-0.1
COCCNC(=O)C[C@H]1C[C@@H]2c3cc(NC(=O)NC4CCCC4)ccc3O[C@@H]2[C@@H](CO)O1	-2.3	18	·	-5	19	-4	-3	1.1
CCc1cc(Cn2nc(-c3ccccc3)cc2C(=O)NCC2CC2)on1	-1.4	-3	-17	48*	1	-3	9	0.0
O=C(Cc1ccncc1)Nc1ccc2c(c1)[C@@H]1C[C@H](CC(=O)N3CCc4ccccc4C3)O[C@@H](CO)[C@@H]1O2	0.9	-3	-16	10	-13	4	30	0.1
O=C1NC2(CCCCCCC2)C(=O)N1Cc1ccc(F)cc1	-2.6	-2	0	14	5	-1	2	0.0
COc1ccc2c(c1)[C@@H](NC(=O)C(F)(F)F)[C@@H]1CCCC[C@]21c1ccccc1	-0.1	1	15	-10	-14	·	-11	0.4
CO[C@H]1CN(C)C(=O)c2ccc(NC(C)=O)cc2OC[C@H](C)N(Cc2ccncc2)C[C@H]1C	-0.7	0	·	-1	2	-2	-3	0.0
COc1ccc(COC(=O)C2=C(C)NC(=O)NC2c2ccccc2F)cc1 (stereo not drawn)	-0.8	0	-3	39*	7	-3	18	0.0
CC(C)NC(=O)N(C)C[C@H]1Oc2ccc(NC(=O)NC3CCCCC3)cc2C(=O)N([C@H](C)CO)C[C@@H]1C	4.0&-0.2	0&-7	9	13&-1	9	34&-4	3&-1	0.0&0.0
COc1ccc(-c2cnc3c(c2)C(=O)N([C@H](C)CO)C[C@@H](C)[C@@H](CN(C)C(=O)Cc2ccncc2)O3)cc1	-0.9	-5	-4	-1	-19	-1	-3	0.1
Cc1nn(-c2ccccc2)c(C)c1/C=N/NC(=O)c1ccc(F)cc1	0.3	0	-36	0	-8	6	-14	0.4
The listing continues.
SMILES	CFTR F508del cor	ERp5 inh	PAX8 inh HTS	DENV2 CPE	INS-1E GSIS act	ARNT-TACC3 inh	EWS-Fli inh	XiGFP reactiv
CC(O)(c1cccnc1)c1nc(-c2cccc(C(F)(F)F)c2)cs1 (stereo not drawn)	-2.1	0	-10	-2	-34	·	15	0.1
Cc1ccsc1/C=N/NC(=O)c1ccco1	·	·	-62	·	29	-8	·	0.6
CCOc1ccc(NC(=O)CSc2nnc(-c3ccco3)n2N)cc1	3.1	-3	-2	-2	6	14	-10	0.0
C/C=C/c1ccc(C2[C@@H]3CN(C(=O)NC4CCCCC4)C[C@H]2N3)cc1 (stereo partly drawn)	-3.7&0.8	·	10&16	?	-9&5	·	3&0	0.0&0.0
CCOC(=O)Nc1ccc2c(CN3CCN(S(=O)(=O)c4ccccc4F)CC3)cc(=O)oc2c1	-1.8	-1	·	-4	-6	0	4	0.4
O=C(COC(=O)c1ccccc1[N+](=O)[O-])NC(=O)c1ccccc1	4.3	-9	8	-5	5	1	1	0.5
COc1ccc(-n2cc(C(=O)Nc3cc([N+](=O)[O-])ccc3OC)c3ccccc3c2=O)cc1	·	2	8	-5	9	2	0	0.0
